# Assay outcomes as filed in PubChem BioAssay.
# LDHA inh: qHTS assay for inhibitors of human lactate dehydrogenase | L-lactate dehydrogenase A chain (Homo sapiens), P00338 | purified LDHA, NADH/diaphorase-resazurin fluorescence; hits give low values | activity change, % (values are at about 110 or 230 µM) | 480,000 compounds, 0.15% hits | AID 1347041, 2019; in the data active = activity change below about -30%; inconclusive = mostly about -25% to -30%;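 note: plate controls were DMSO wells for no effect and wells without enzyme for full effect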
#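 LDH5 2 nM; NADH 0.06 mM, pyruvate 0.2 mM; 200 mM Tris pH 7.4, EDTA, Tween-20; 5 min RT. Detection: diaphorase 0.133 mg/mL + resazurin 37 µM, fluorescence ex540/em590 at 0 and 20 min; normalized to enzyme-free and DMSO wells.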
# USP1 inh: Inhibitors of USP1/UAF1: Primary Screen. Ubiquitin carboxyl-terminal hydrolase 1 (Homo sapiens), O94782. recombinant USP1/UAF1, Ub-Rhodamine cleavage fluorescence. Potency, µM (series often up to 57.1 µM), for inactives: at the top dose activity change, negative = inhibition, most hits filed as inhibitors. 390,000 compounds, 0.23% hits. AID 743255, 2014; note: potency is the fitted concentration of half-maximal effect; % is set by controls: 0 for no effect and ±100 for the full control effect; nearly all actives have a fitted effect of over 60% in size; inactives centre near -12
#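 In this screen, compounds sit with the deubiquitinase complex (1nM) for 15 min at room temperature before Ub-Rho is added at 150nM final. Fluorescence rise is then followed for 6 reads every 60 seconds.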
# Vif-A3F inh: qHTS for Inhibitors of Vif-A3F Interactions: qHTS; Potency, µM (top dose mostly 46.1 µM), inactives show at the highest dose activity, negative = active; 390,000 compounds, 0.2% hits; HeLa A3F-eYFP + Vif (tagged APOBEC3F with the HIV-1 protein that degrades it), YFP fluorescence increase; note: potency is the fitted concentration of half-maximal effect; % of control where 0% means no effect; nearly all actives have a fitted effect of over 65% in size
#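 HeLa cells stably expressing A3F-eYFP plus Vif, plated and incubated overnight at 37 deg C, then exposed to compounds overnight at 37 deg C. Blocked degradation read as raised yellow fluorescence (Ex 488/Em 500-530).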
# Vif-APOBEC3G blk: qHTS for Inhibitors of Vif-A3G Interactions: qHTS | Potency, µM (top dose mostly 46.1 µM), without a hit: top-dose activity, negative = active, usual class: inhibitors | HeLa A3G-eYFP + Vif (tagged APOBEC3G with the HIV-1 protein that degrades it), YFP fluorescence, overnight | AID 602310, 2012 | 410,000 compounds, 0.076% hits;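 note: potency is the fitted concentration of half-maximal effect; % is set by controls: 0 for no effect and ±100 for the full control effect; nearly all actives have a fitted effect of over 60% in size; hits raise eYFP signal because A3G escapes Vif-driven loss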
# Target sequence (Q9HC16 whole entry, looked up): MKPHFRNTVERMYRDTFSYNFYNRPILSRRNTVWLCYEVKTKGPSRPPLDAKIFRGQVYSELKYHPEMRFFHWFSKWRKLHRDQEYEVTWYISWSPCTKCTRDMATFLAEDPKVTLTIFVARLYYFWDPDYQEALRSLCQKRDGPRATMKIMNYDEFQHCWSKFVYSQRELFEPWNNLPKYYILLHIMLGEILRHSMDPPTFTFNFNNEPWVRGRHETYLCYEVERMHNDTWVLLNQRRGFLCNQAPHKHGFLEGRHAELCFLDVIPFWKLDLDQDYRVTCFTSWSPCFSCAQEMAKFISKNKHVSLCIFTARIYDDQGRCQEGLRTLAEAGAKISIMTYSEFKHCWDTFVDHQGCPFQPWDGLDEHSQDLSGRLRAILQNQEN
#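 HeLa cells stably expressing Vif and C-terminally eYFP-tagged A3G, seeded overnight at 37 deg C, then exposed to compound by pintool overnight at 37 deg C. Rise in yellow fluorescence (Ex 488/Em 500-530, Acumen) marks blocked Vif-driven A3G degradation.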
# Glioma ERSR ind: qHTS for Inducers of the Endoplasmic Reticulum Stress Response (ERSR) in Human Glioma: qHTS | U87-MG GRP78 promoter luciferase reporter, 16 h | Potency, µM, for the others: at the top dose activation, usual class: activators | 420,000 compounds, 0.02% hits; note: potency is the fitted concentration of half-maximal effect; series mostly up to about 76 µM; % of control where 0% means no effect; nearly all actives have a fitted effect of over 35% in size
#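 Stably transfected U87-MG human glioma cells carrying a GRP78-based luminescent sensor were seeded at 1000 cells/well, pin-dosed with compounds and incubated 16 h. Luciferase reagent was then added, and end-point luminescence was read after 10 min at room temperature.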
# rTrxR1 inhibitor: qHTS Assay for Inhibitors of Mammalian Selenoprotein Thioredoxin Reductase 1 (TrxR1): qHTS. Thioredoxin reductase 1, cytoplasmic (Rattus norvegicus), O89049. recombinant rTrxR1, NADPH fluorescence consumption, selenite substrate. Potency, µM (top dose mostly 114 µM), without a hit: at the highest dose activity change, negative = inhibition, usual class: inhibitors. 390,000 compounds, 1% hits. AID 588453, 2011; note: potency is the fitted concentration of half-maximal effect; % is set by controls: 0 for no effect and ±100 for the full control effect; nearly all actives have a fitted effect of over 65% in size
#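 Rat TrxR1 (90 nM in the dispensed reagent) was pre-reduced with 400 uM NADPH for 5 min at room temperature, then incubated with compound for 15 min. After 400 uM selenite was added, NADPH fluorescence (Ex 340/Em 450 nm) was followed for 8 min.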
# TrxR1 substrate: qHTS Assay for Substrates of Mammalian Selenoprotein Thioredoxin Reductase 1 (TrxR1): qHTS; purified TrxR1 substrate turnover, NADPH consumption readout; Potency, µM (top dose mostly 114 µM), without a hit: at the highest dose activity change, negative = substrate turnover; 390,000 compounds, 0.01% hits; AID 588456, 2011; note: potency is the fitted concentration of half-maximal effect; % is set by controls: 0 for no effect and ±100 for the full control effect; nearly all actives have a fitted effect of over 50% in size
#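 Rat TrxR1, dispensed at 90 nM, was prereduced with 400 uM NADPH (final) for 5 min at ~22 deg C, then incubated with compound 15 min before 400 uM selenite. A first-read NADPH fluorescence drop versus no-compound background flagged substrates.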
# RGS4 inh: Inhibitors of Regulator of G Protein Signaling (RGS) 4: qHTS; Transcreener GDP fluorescence polarization, RGS4-accelerated GTP hydrolysis; Potency, µM (top dose mostly 114 µM), without a hit: at the top dose activity change, negative = inhibition, usual class: inhibitors; 390,000 compounds, 0.039% hits; AID 504845, 2011; note: potency is the fitted concentration of half-maximal effect; % is set by controls: 0 for no effect and ±100 for the full control effect; nearly all actives have a fitted effect of over 75% in size; some results filed as inactive show a strong effect at the top dose
# Target sequence (P49798 whole entry, looked up): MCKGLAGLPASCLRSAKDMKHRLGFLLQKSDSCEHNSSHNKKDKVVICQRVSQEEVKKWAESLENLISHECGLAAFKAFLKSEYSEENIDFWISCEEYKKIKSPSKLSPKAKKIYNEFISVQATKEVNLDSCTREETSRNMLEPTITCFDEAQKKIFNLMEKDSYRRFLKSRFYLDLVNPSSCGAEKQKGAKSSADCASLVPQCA
#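 MLSMR compounds (23 nl, pin-transferred) preincubated 10 min at room temperature with a 500nM (2x) first reagent, then RGS4 at 900nM (2x) plus Transcreener GDP mix added; fluorescence polarization (620/688 nm) read before and after 90 min at 30 °C.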
# IDH1 R132H inh: qHTS for Inhibitors of mutant isocitrate dehydrogenase 1 (IDH1): qHTS; Isocitrate dehydrogenase [NADP] cytoplasmic (Homo sapiens), O75874; Potency, µM (doses to about 76.6 µM), for inactives: at the top dose activity change, negative = inhibition, hits mostly inhibitors; AID 602179, 2012; 390,000 compounds, 0.093% hits; IDH1-R132H enzyme, NADPH consumption, diaphorase/resazurin fluorescence; note: potency is the fitted concentration of half-maximal effect; % is set by controls: 0 for no effect and ±100 for the full control effect; nearly all actives have a fitted effect of over 65% in size
# Target sequence (O75874 whole entry R132H, stated change not applied): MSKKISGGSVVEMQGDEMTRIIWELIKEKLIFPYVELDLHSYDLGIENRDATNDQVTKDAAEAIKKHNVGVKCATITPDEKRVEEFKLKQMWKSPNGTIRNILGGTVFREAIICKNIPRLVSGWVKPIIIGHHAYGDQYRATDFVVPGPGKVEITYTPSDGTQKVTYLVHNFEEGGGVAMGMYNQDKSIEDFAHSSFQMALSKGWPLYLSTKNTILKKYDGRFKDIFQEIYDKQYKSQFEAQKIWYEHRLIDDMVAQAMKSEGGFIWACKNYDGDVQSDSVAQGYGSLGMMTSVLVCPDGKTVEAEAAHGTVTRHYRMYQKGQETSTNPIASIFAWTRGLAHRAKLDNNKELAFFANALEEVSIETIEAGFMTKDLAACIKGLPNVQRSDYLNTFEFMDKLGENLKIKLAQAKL
#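 IDH1-R132H (0.5 ug/mL dispensed) in pH 7.5 Tris buffer was preincubated 30 min with compound, then given a substrate mix of 0.016 mM NADPH and 2 mM alpha-KG for 80 min at room temperature; remaining NADPH was read by diaphorase/resazurin fluorescence.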
# Active calls of the source: *; u = inconclusive; x = no result given; & = joins results of further samples; [ ] = dose if it differs, or a comment. Unless noted, calls come from the whole dose curve; as a rule, active = well fitted curve in the direction sought with a large enough effect; inconclusive = small, poorly fitted or top-dose-only effect, or another doubt; inactive = no such curve, though single readings can be large; an effect the other way counts as inactive or inconclusive.
molecule	LDHA inh	USP1 inh	Vif-A3F inh	Vif-APOBEC3G blk	Glioma ERSR ind	rTrxR1 inhibitor	TrxR1 substrate	RGS4 inh	IDH1 R132H inh
CN(C)C(=O)CCc1ccc2c3c([nH]c2c1)[C@]1(C)[C@@H](C(=O)N2CCCCC2)C[C@H](CC(=O)NC(C)(C)C)C(=O)N1CC3	1.0	-6.5%	5.9%	-1.5%	-3.8%	4.8%	-0.8%	-9.4%	0.9%[38.3 µM]
O=C(NCCS(=O)(=O)N1CCN(c2ccccc2)CC1)c1ccc2c(c1)OCO2	-4.9	-19.6%	-10.5%	0.3%	-1.3%	2.7%	-1.1%	16.9%	2.0%
S=C(Nc1ccc(Cl)cc1)Nc1ccc2cn[nH]c2c1	0.9	-17.8%	0.6%	-1.3%	1.3%	-12.1%	4.6%	-37.6%	6.1%
Cc1ccc(OCC(=O)N/N=C\c2ccc(O)cc2)c([N+](=O)[O-])c1	-12.2	-14.4%	-12.6%	0.2%	1.2%	17.1%[57.1 µM]	7.3%[57.1 µM]	7.3%	-1.8%
CC(=O)c1cccc(NC(=O)Cn2cnc(S(=O)(=O)N3CCOCC3)c2)c1	0.6	-22.8%	1.7%	0.4%	-2.6%	40.7%[activator]	13.8%	3.9%	1.2%
O=C(Nc1ccccc1F)C1CCN(C(=O)Cc2ccccc2)CC1	-6.4	-9.5%	5.2%	1.0%	-5.1%	6.6%	0.9%	-33.8%	5.0%
CSCC(=O)N1CCC(CCC(=O)NC2CC2)CC1	-0.2	-22.6%	2.6%	0.1%	-1.5%	-5.6%	5.5%	-21.9%	1.5%
CCCC(=O)NC(c1ccccc1)c1c(O)ccc2ccccc12 (stereo not drawn)	4.8	0.1%	-1.2%	-13.7%	-3.2%	-7.1%	-2.2%	0.5%	8.0%
COc1ccc(-c2nc(CN3CCN(c4cc(C)nc(C)c4)CC3)c(C)o2)c2ccccc12	0.0	-9.9%	-14.9%	1.9%	-6.9%	-11.2%	59.6%[activator]	14.5%	5.5%
CN(c1ccccc1)S(=O)(=O)c1nnc(NC(=O)COc2ccccc2)s1	-0.8&-7.1	-14.2%&-7.6%	2.5%&2.6%	-10.6%&-3.4%	-0.7%&-2.6%	-14.3%&-23.5%	0.9%&-10.9%	-16.3%&4.2%	0.0%&-11.4%
O=C(c1cccc(NS(=O)(=O)c2cccc([N+](=O)[O-])c2)c1)N1CCOCC1	-1.9	-18.2%	17.3%	-2.1%	-1.6%	19.7%	5.6%	10.4%	2.0%
CCOC(=O)c1c(C)[nH]c(C=O)c1Cc1cccc(Cl)c1	-5.8	-2.1%	-10.3%	-21.1%	-5.0%	-1.0%[57.1 µM]	1.6%[57.1 µM]	23.3%	5.0%
O=C(CNC(=O)c1ccc(Br)o1)OCc1ccc(Br)cc1	-4.4	-4.2%	-13.8%	1.2%	-4.7%	3.9%	-2.7%	18.3%	11.8%
CC(=O)c1c2c3c(cccc3n(C)c1=O)C(=O)c1ccccc1-2	-9.5	-6.4%	10.0%	0.2%	-3.4%	26.3%[2.29 µM]	6.5%[2.29 µM]	3.6%	-11.2%
O=C(NC(=S)Nc1ccc(Cl)cn1)c1cc([N+](=O)[O-])ccc1N1CCOCC1	-5.2	-5.7%	0.7%	3.6%	-0.2%	18.8%	4.9%	21.7%	1.3%
CC(C)(C)NCC(O)Cn1cc(C=O)c2ccccc21 (stereo not drawn)	-2.2	4.7%	-12.5%	0.4%	-15.0%	u	1.9%	13.6%	4.0%
COc1ccccc1C(=O)N1CCN(c2ccccn2)CC1	-0.8	-16.6%	0.0%	-0.1%	-5.4%	12.3%[57.1 µM]	16.5%	2.4%	2.6%
Cc1ccccc1NC(=O)C(C)OC(=O)C1CC(=O)N(Cc2ccco2)C1 (stereo not drawn)	0.9	-20.9%	-11.2%	1.6%	-4.7%	4.5%	-0.5%	-4.7%	2.9%
c1nc(NC2CCCCCC2)c2[nH]cnc2n1	0.5&-10.9	-25.5%	4.6%	0.9%&-1.4%	2.9%&0.4%	-8.0%&-6.5%	-1.4%	-9.7%	17.7%
CN1CCN(CC(=O)O)CC1	-1.1	-9.2%	-1.5%	0.5%	-0.5%	12.7%	1.5%	-10.5%	2.2%
CCOc1ccccc1NC(=O)CN1C(=O)C(C)SC(C)C1=O (stereo not drawn)	-3.7	0.6%	4.2%	3.0%	-0.2%	17.1%[57.1 µM]	-1.2%[57.1 µM]	14.6%	28.4%
CC(=O)[C@@H]1[C@@H](C)N(Cc2ccccc2)C(=O)N[C@H]1c1cccc(C(F)(F)F)c1	0.5	-26.3%	4.7%	-2.9%	-4.9%	6.0%	4.6%	-6.1%	-6.4%
Cn1c(=O)n(C)c2cc(S(=O)(=O)Nc3ccccc3O)ccc21	1.7	-10.7%	2.4%	-1.7%	0.2%	-5.6%	-4.7%	-32.1%	3.6%
Cc1ccccc1-c1ccnc2[nH]n(-c3ccccc3)c(=O)c12	1.4&0.5	-4.0%&-5.4%	-8.4%&3.7%	0.7%&-3.8%	1.3%&0.2%	-3.5%&6.1%	-0.4%&3.6%	6.9%&-2.7%	2.1%&-1.7%
COc1cc2oc3ccccc3c2cc1N(CC(=O)N(C)C)S(=O)(=O)c1ccc(C)cc1	-4.0	-4.3%	-12.7%	0.5%	-4.4%	12.6%[57.1 µM]	-7.7%	-30.4%	-2.3%
Cn1c(SCc2c(F)cccc2Cl)nnc1-c1cnccn1	-1.0	-4.4%	-6.2%	0.0%	12.1%	-1.1%	0.5%	6.4%	3.6%
O=C(CNC(=O)c1ccc(Cl)cc1Cl)OCCOc1ccccc1F	-7.5	-14.1%	u	1.9%	-3.1%	-0.1%	-5.5%	12.5%	3.5%
COc1cc(C2C(C(=O)OC(C)C)=C(C)Nc3[nH]c(=O)[nH]c(=O)c32)ccc1O (stereo not drawn)	2.5	-10.8%	-2.6%	1.1%	-4.3%	10.4%[57.1 µM]	13.2%[57.1 µM]	-27.8%	3.8%
Cc1ccc2c(C(=O)CSc3ccccc3)c(C)[nH]c2c1	4.1&-10.1	-17.5%	-7.6%	-0.1%	1.9%	-3.5%	-2.1%	-16.2%	-1.7%
O=C(c1ccco1)N1CCN(C(=O)C2CCCc3c2[nH]c2ccc(Cl)cc32)CC1 (stereo not drawn)	-1.9	-20.2%	9.0%	-7.8%	-3.7%	0.1%	-2.2%	-20.6%	-0.2%
COc1ccc2nc(C)cc(SCC(=O)N3CCCCC3)c2c1	-1.0	-12.1%	1.9%	-1.3%	-2.2%	10.1%	-4.5%	1.6%	0.8%
Cc1ccnc(SC2CC(=O)N(c3ccccc3)C2=O)n1 (stereo not drawn)	-8.2	1.2%	-2.2%	0.6%	-2.8%	x	x	x	-3.5%
OCCNCC1(O)C2CC3CC(C2)CC1C3 (stereo not drawn)	-2.2	-13.3%	3.9%	2.8%	-2.0%	-1.5%	-2.0%	-28.3%	1.3%
Nc1nnn(CC(=O)N/N=C/c2ccccc2)n1	-1.9	-19.1%	5.3%	-0.2%	-0.4%	17.8%	2.9%	22.3%	-1.6%
Cc1ccnc(Cc2ccccc2)n1	-10.9	-6.5%	8.0%	1.8%	-3.4%	-0.8%	-2.9%	-15.3%[56.9 µM]	-7.0%
COc1ccc(-c2nc(SCC(=O)NCCc3ccccc3)n[nH]2)cc1	-2.3	16.6%	-2.0%	-0.5%	0.9%	9.3%[57.1 µM]	2.1%[57.1 µM]	1.3%	4.1%
O=C(NCc1ccccc1)c1ccc2c(c1)N(Cc1ccccc1F)C(=O)c1ccccc1S2=O (stereo not drawn)	-6.6	-21.8%	3.6%	-0.2%	-5.5%	39.7%[activator]	7.3%	-2.6%	-16.1%
COc1ccc(N2C(=O)c3ccccc3C(C)(C)C2=O)cc1	-3.9	-8.7%	8.6%	0.5%	4.1%	-4.9%[57.1 µM]	-0.2%[57.1 µM]	6.7%	3.2%
CN1C(C(=O)NCc2ccccc2)CC2Cn3c(nc4ccccc43)C21 (stereo not drawn)	-10.7	-17.1%	-1.4%	2.3%	-2.5%	3.0%	4.2%	33.1%	-9.2%
COc1ccc(C(=O)Nc2ccc3c(c2)CCCN3S(=O)(=O)c2ccc(C)cc2)cc1	-2.5	-16.6%	1.8%	-4.6%	0.4%	11.2%[57.1 µM]	-0.5%[57.1 µM]	-8.1%	16.7%

# A portion of the library; the hit share may differ from the screen's.
